GASC1 inh: KDM4C (human) demethylase inhibition; AID 720574; GST-KDM4C 2-372, H3K9me3 peptide, LANCE TR-FRET; inhibition, % at 12.5 µM; 0.15% of 96,000 active; Q9H3R0;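 active means mean replicate inhibition above about 25%, with at least 55% of replicates also reaching it, limit read from the data, passing the limit was not always enough; inconclusive means only one of those two conditions met; inactive means neither condition met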
Target sequence (Q9H3R0 2-372 limits assumed): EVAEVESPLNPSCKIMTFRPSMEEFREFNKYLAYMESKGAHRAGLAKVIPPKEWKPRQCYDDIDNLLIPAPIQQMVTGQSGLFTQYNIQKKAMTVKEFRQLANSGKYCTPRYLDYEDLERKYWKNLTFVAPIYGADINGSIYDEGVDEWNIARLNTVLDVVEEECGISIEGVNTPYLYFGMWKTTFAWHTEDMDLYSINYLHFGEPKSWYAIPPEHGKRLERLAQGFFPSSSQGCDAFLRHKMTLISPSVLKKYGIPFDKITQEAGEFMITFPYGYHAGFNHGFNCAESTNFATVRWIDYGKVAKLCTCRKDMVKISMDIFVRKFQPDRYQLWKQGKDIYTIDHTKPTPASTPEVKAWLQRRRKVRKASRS
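Compound: one test concentration per compound; Material: GST-GASC-1 enzyme fragment 2-372; Amount: GASC-1 enzyme at 10 nM final in reaction; Also added: H3K9me3 peptide substrate, Fe(II), 2-oxoglutarate; Technique: LANCE TR-FRET; Times: 30 min demethylation and 1 h detection at room temperature.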
C diff HTS: inhibitors of Clostridium difficile growth; growth activity, negative = inhibition, % at 16 µg/mL (by protocol); Clostridium difficile clinical isolate growth, OD600, 24 h; active compounds read low; 0.25% of 86,000 active;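 active means mean growth activity at or below -80% and every replicate also at or below -80%; inconclusive means mean at or below -80% but some replicate above -80%; inactive means mean growth activity above -80%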;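 further: 0% = DMSO wells and -100% = levofloxacin 16 µg/mL wells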
T cruzi growth: T. cruzi proliferation inhibition. AID 624255. 5.9% of 77,000 active. T. cruzi beta-gal in NIH3T3, GalScreen luminescence, 90 h. inhibition, % at 8.34 µM;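 active means mean inhibition above about 93%, with at least 55% of replicates each passing it, limit read from the data, passing the limit was not always enough; inconclusive means only one of those two conditions holds; inactive means neither condition holds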
Pf Dd2 growth: blocks growth of Plasmodium falciparum Dd2 parasites; P. falciparum Dd2 growth, SYBR Green, 72 h; active compounds read low; activity change, % at 10 µM; 2.3% of 94,000 active; AID 1159554; in the data active means activity change below about -80%; inconclusive means no clear call, values can overlap the other calls
Numbers without * were called inactive; u = inconclusive; x = not tested or not shown; & = joins results of further samples.

SMILES	GASC1 inh	C diff HTS	T cruzi growth	Pf Dd2 growth
CN1CCN(C(=O)[C@@H]2[C@@H](CO)[C@@H]3Cn4c(cccc4=O)[C@H]2N3Cc2ccncc2)CC1	0.0	-4	169*	x
CCNC(=O)C[C@@H]1CC[C@@H]2[C@H](COc3ccc(NC(=O)Nc4cccc(OC)c4)cc3C(=O)N2C)O1	2.1	-1	14	-50
C[C@@H]1CN([C@H](C)CO)C(=O)c2cccc(NC(=O)Nc3ccc(F)cc3)c2O[C@H]1CN(C)S(=O)(=O)c1ccc(F)cc1	-0.6	-4	31	-12
COCC(=O)N(C)C[C@@H]1Oc2cc(-c3ccncc3)ccc2S(=O)(=O)N([C@H](C)CO)C[C@@H]1C	-0.2	3	11	0
C[C@@H]1CN([C@@H](C)CO)C(=O)c2cc(NS(=O)(=O)c3cn(C)cn3)ccc2O[C@H]1CN(C)Cc1ccc(Cl)c(Cl)c1	0.1	-4	11	4
COc1ccc(S(=O)(=O)N2C[C@H](O)COC[C@H]3O[C@H](CC(=O)N(C)C)CC[C@@H]32)cc1	-0.5	-5&-7	-38	36
C[C@H]1CCCCO[C@@H](CN(C)CC2CC2)[C@@H](C)CN([C@@H](C)CO)C(=O)c2cc(NS(=O)(=O)c3ccccc3)ccc2O1	-1.4	-9	64&64	u
C[C@H](CO)N1C[C@H](C)[C@@H](CN(C)C(=O)Nc2cccc3ccccc23)Oc2c(NC(=O)C3CCCCC3)cccc2C1=O	1.1	-3	15	-6
COCC(=O)Nc1ccc2c(c1)OC[C@@H](C)N(Cc1ccncc1)C[C@H](C)[C@@H](OC)CN(C)C2=O	5.9	-4	-19	6
C[C@@H]1CN([C@H](C)CO)C(=O)c2cc(NS(=O)(=O)c3ccc(Cl)cc3)ccc2O[C@@H](C)CCCCO[C@@H]1CN(C)C(=O)C1CCCCC1	-0.9	-6	u	-55
CCN(C[C@@H]1[C@@H](c2ccccc2)[C@H](CO)N1C(C)=O)C(=O)NC1CCCC1	0.0	14	3	-19
Cc1ccccc1S(=O)(=O)NCC[C@@H]1CC[C@@H](NC(=O)C2CCC2)[C@H](CO)O1	-1.5	1	x	1
C[C@@H]1CCCCO[C@@H](CN(C)S(=O)(=O)c2ccc(Cl)cc2)[C@@H](C)CN([C@H](C)CO)C(=O)c2cc(N(C)C)ccc2O1	0.2	0	73&2	-77&-25
CN1C(=O)c2cc(NC(=O)c3cccc(C(F)(F)F)c3)ccc2OC[C@H]2O[C@@H](CC(=O)O)CC[C@H]21	5.4	-4	-52	x
O=C(C[C@H]1CC[C@H](NC(=O)Nc2cc(F)ccc2F)[C@@H](CO)O1)Nc1ccccc1	-0.4	-1	x	x
O=C(O)C[C@H]1C[C@@H]2c3cc(NC(=O)CC4CC4)ccc3O[C@@H]2[C@@H](CO)O1	1.0	-3	-13	22
O=C(C1CCCC1)N1CC(=O)N2[C@H](CO)[C@@H](c3ccc(C#CC4CCCC4)cc3)[C@H]2C1	-1.6	-6	x	-14
C[C@@H]1CN([C@@H](C)CO)C(=O)c2cc(NS(=O)(=O)c3ccccc3)ccc2O[C@@H]1CN(C)Cc1ccc(C(F)(F)F)cc1	-1.8	3	73	19
C[C@@H]1CN([C@@H](C)CO)C(=O)c2cccc(NS(=O)(=O)c3ccc(F)cc3)c2O[C@@H]1CN(C)C(=O)Nc1cccc2ccccc12	-1.0	-8	37	-64
O=C(NCCCN1CCOCC1)[C@H]1N[C@H]2c3ccc(C4=CCCCC4)c(=O)n3C[C@H]2[C@@H]1CO	-2.4	-2	u	7
CNC(=O)C[C@H]1CC[C@H]2[C@@H](COC[C@H](O)CN2S(=O)(=O)c2ccc(Oc3ccccc3)cc2)O1	-1.4	8	19	3
C[C@@H]1CN([C@H](C)CO)C(=O)c2cc(NS(=O)(=O)c3ccccc3)ccc2O[C@@H]1CN(C)C(=O)Nc1ccc2c(c1)OCO2	1.2	0	-24	21
C[C@H](CO)N1C[C@H](C)[C@@H](CN(C)S(=O)(=O)c2cn(C)cn2)Oc2cc(C3=CCCC3)ccc2S1(=O)=O	3.5	5	21	-16
C[C@@H]1CN([C@@H](C)CO)C(=O)CCCn2cc(nn2)CO[C@@H]1CN(C)C(=O)Nc1ccc2c(c1)OCCO2	1.6	-6	-150	19
O=C(C1CCCCC1)N1CC(=O)N2[C@H](C1)[C@H](c1ccc(-c3ccccc3F)cc1)[C@@H]2CO	-0.4	-3	x	-34
COCCNC(=O)C[C@H]1CC[C@@H](NC(=O)NC2CCCC2)[C@H](CO)O1	0.3	-4	x	-5
C[C@@H]1CCCCO[C@H](CN(C)C)[C@@H](C)CN([C@@H](C)CO)C(=O)c2cc(NC(=O)Cc3ccccc3)ccc2O1	-0.6	3	28	x
O=C(C[C@@H]1CC[C@H]2[C@@H](COC[C@H](O)CN2Cc2cc(F)cc(F)c2)O1)NC1CCCC1	0.8	7&-12	20	-5
CCCN(C)C[C@H]1Oc2cc(C#Cc3ccccc3)ccc2S(=O)(=O)N([C@H](C)CO)C[C@H]1C	-2.4	25	79	-75
O=S(=O)(Cc1ccccc1)N1CCCCN2[C@@H](CO)[C@H](c3ccc(-c4cccnc4)cc3)[C@@H]2C1	-0.8	-9	106*	-28

Molecules above containing a Cl atom:
SMILES	GASC1 inh	C diff HTS	T cruzi growth	Pf Dd2 growth
C[C@@H]1CN([C@@H](C)CO)C(=O)c2cc(NS(=O)(=O)c3cn(C)cn3)ccc2O[C@H]1CN(C)Cc1ccc(Cl)c(Cl)c1	0.1	-4	11	4
C[C@@H]1CN([C@H](C)CO)C(=O)c2cc(NS(=O)(=O)c3ccc(Cl)cc3)ccc2O[C@@H](C)CCCCO[C@@H]1CN(C)C(=O)C1CCCCC1	-0.9	-6	u	-55
C[C@@H]1CCCCO[C@@H](CN(C)S(=O)(=O)c2ccc(Cl)cc2)[C@@H](C)CN([C@H](C)CO)C(=O)c2cc(N(C)C)ccc2O1	0.2	0	73&2	-77&-25

Continued.
SMILES	GASC1 inh	C diff HTS	T cruzi growth	Pf Dd2 growth
CNC(=O)C[C@@H]1CC[C@H]2[C@H](COc3ccc(NC(=O)c4ccc(C(F)(F)F)cc4)cc3C(=O)N2C)O1	3.7	7	-4	-13
COCCNC(=O)C[C@H]1C[C@H]2c3cc(NC(=O)CC4CC4)ccc3O[C@H]2[C@@H](CO)O1	-5.6	0	1	26
COc1cccc(C#Cc2ccc([C@H]3[C@H](CO)N4C(=O)CN(C(=O)Cc5cccnc5)C[C@@H]34)cc2)c1	-0.8	5	x	-39
O=C(NCC[C@@H]1CC[C@H](NS(=O)(=O)c2ccccc2F)[C@H](CO)O1)c1ccc(F)cc1	-0.2	x	50	5
C[C@H]1CN([C@@H](C)CO)S(=O)(=O)c2ccc(C#CC3CC3)cc2O[C@@H]1CN(C)Cc1cccnc1	4.0	-9	x	-36
CC(=O)N(C)C[C@H]1Oc2ncc(C#Cc3ccccn3)cc2C(=O)N([C@H](C)CO)C[C@@H]1C	-2.3	0	57	17
C[C@@H]1CCCCO[C@H](CN(C)S(=O)(=O)c2ccc(F)cc2)[C@H](C)CN([C@@H](C)CO)C(=O)c2cc(NC(=O)c3ccccc3)ccc2O1	-1.0	-5	x	-54
COc1ccc(S(=O)(=O)N(C)C[C@@H]2Oc3c(NS(=O)(=O)c4ccc(C)cc4)cccc3C(=O)N([C@@H](C)CO)C[C@H]2C)cc1	1.7	4	x	-1
O=C1CN(S(=O)(=O)c2ccccc2)C[C@@H]2[C@H](c3ccc(Br)cc3)[C@@H](CO)N12	0.5	0	x	-3
CN1C(=O)c2cc(NC(=O)NCc3ccccc3)ccc2OC[C@H]2O[C@H](CC(=O)NCC3CCCCC3)CC[C@@H]21	-0.2	6	23	1
CNC[C@@H]1Oc2ccc(NC(=O)Nc3ccc(F)cc3)cc2CC(=O)N([C@H](C)CO)C[C@@H]1C	6.6	0	x	-7
C[C@@H]1CN([C@@H](C)CO)C(=O)c2cc(C#Cc3ccccc3)cnc2O[C@@H]1CN(C)Cc1ccccn1	4.5	2&6	49&-3	-34&-3
C[C@H]1CN([C@@H](C)CO)C(=O)c2cccc(NS(=O)(=O)c3cccs3)c2O[C@H]1CN(C)Cc1ccc(-c2ccccc2)cc1	0.1	13	75	-11
COCCNC(=O)[C@@H]1[C@@H](CO)[C@@H]2Cn3c(ccc(-c4ccccc4F)c3=O)[C@H]1N2S(C)(=O)=O	-1.5	6	52	x
CCC(=O)NC[C@@H]1N[C@@H](CO)[C@H]1c1ccc(C2=CCCC2)cc1	4.0	-4	47	10

Looked up above.
Pf Dd2 growth with C[C@@H]1CN([C@H](C)CO)C(=O)c2cc(NS(=O)(=O)c3ccccc3)ccc2O[C@@H]1CN(C)C(=O)Nc1ccc2c(c1)OCO2 reads 21
GASC1 inh with CNC[C@@H]1Oc2ccc(NC(=O)Nc3ccc(F)cc3)cc2CC(=O)N([C@H](C)CO)C[C@@H]1C reads 6.6
C diff HTS with COCCNC(=O)C[C@H]1CC[C@@H](NC(=O)NC2CCCC2)[C@H](CO)O1 reads -4

(listing goes on)
SMILES	GASC1 inh	C diff HTS	T cruzi growth	Pf Dd2 growth
O=C(Nc1cc(Cl)cc(Cl)c1)N[C@@H]1CC[C@H](CCNS(=O)(=O)c2cccc(F)c2)O[C@H]1CO	-1.6	23	17	-7
O=C(C1CCCCC1)N1C[C@H]2[C@@H](c3ccccc31)[C@H](CO)N2C(=O)c1ccccc1F	0.8	-3	5	4
O=C(NC1CCCCC1)N1CC(=O)N2[C@H](CO)[C@@H](c3ccc(-c4ccncc4)cc3)[C@H]2C1	-0.9	-2	x	-59
Cn1cnc(S(=O)(=O)N[C@@H]2C=C[C@@H](CC(=O)Nc3ccccc3)O[C@@H]2CO)c1	-1.1	-1	x	x
CCC(=O)N(C)C[C@@H]1Oc2ncc(-c3ccc(C(=O)N(C)C)cc3)cc2C(=O)N([C@H](C)CO)C[C@@H]1C	-1.3	0	-7	16
CNC[C@@H]1OCCCC[C@@H](C)Oc2ccc(NC(=O)CCCN(C)C)cc2C(=O)N([C@@H](C)CO)C[C@H]1C	1.8	1	66	7
COC(=O)C[C@H]1CC[C@H]2[C@H](COc3ccc(NC(=O)c4cc(C)on4)cc3C(=O)N2C)O1	-1.2	x	-2	9
COc1cccc(C#Cc2ccc3c(c2)O[C@H](CN(C)S(=O)(=O)c2ccccc2F)[C@@H](C)CN([C@@H](C)CO)S3(=O)=O)c1	-3.9	2	118*	-56
C[C@H](CO)N1C[C@H](C)[C@@H](CN(C)S(C)(=O)=O)Oc2cc(C#CC3CCCC3)ccc2S1(=O)=O	3.5	x	123*	-11
COc1ccccc1CNC(=O)C[C@H]1CC[C@H]2[C@@H](COC[C@H](O)CN2C(=O)Nc2ccccc2)O1	0.2	x	18	-5
C[C@@H]1CN([C@@H](C)CO)C(=O)Cc2cc(NS(=O)(=O)c3ccc(F)cc3)ccc2O[C@H]1CN(C)C(=O)Nc1ccc2c(c1)OCO2	3.2	x	22	3
C[C@H]1CN([C@@H](C)CO)C(=O)c2cc(-c3cncnc3)cnc2O[C@H]1CN(C)Cc1ccc(F)cc1	2.1	9	x	18
C[C@@H]1CN([C@@H](C)CO)C(=O)c2cccc(NC(=O)Nc3ccc4c(c3)OCO4)c2O[C@@H]1CN(C)Cc1ccc(Cl)c(Cl)c1	-1.1	x	98	-39
CCC(=O)N1C[C@@H]2[C@H](c3ccccc31)[C@@H](CO)N2Cc1ccccc1F	2.1	-2	19	6
C[C@H](CO)N1C[C@H](C)[C@H](CN(C)Cc2ccccc2)Oc2ccc(NC(=O)CCCCCC(=O)Nc3ccccc3N)cc2C1=O	-1.6	-5	x	-61
CN(C)C(=O)C[C@@H]1CC[C@H]2[C@H](COc3ccc(NS(=O)(=O)c4cccc(F)c4)cc3C(=O)N2C)O1	-0.8	2	16	-2
CNC[C@@H]1Oc2c(NC(=O)c3ccc(-c4nccs4)cc3)cccc2C(=O)N([C@H](C)CO)C[C@H]1C	2.2	4	25	-21
COc1ccc(S(=O)(=O)N(C)C[C@H]2OCCCC[C@H](C)Oc3ccc(NS(C)(=O)=O)cc3C(=O)N([C@H](C)CO)C[C@H]2C)cc1	-0.2	9	-111	-9
CO[C@H]1CN(C)C(=O)c2cc(NS(=O)(=O)c3ccccc3)ccc2OC[C@@H](C)N(Cc2cccnc2)C[C@H]1C	-0.9	x	97*	-16
O=C(N[C@@H]1CC[C@H](CCn2cc(C3(O)CCCC3)nn2)O[C@@H]1CO)c1ccccc1F	-0.3	x	-18	-28
CCCNC(=O)C[C@H]1CC[C@H]2[C@H](COc3ccc(NC(=O)Nc4cccc(C)c4)cc3C(=O)N2C)O1	-1.4	0	74	-5
CCCNC(=O)C[C@H]1CC[C@@H]2[C@@H](COc3ccc(NC(=O)Cc4cccs4)cc3C(=O)N2C)O1	-0.5	-8	-52	-47
C[C@H](CO)N1C[C@H](C)[C@H](CN(C)C)Oc2cc(C#Cc3ccccc3F)ccc2S1(=O)=O	1.5	7	26	-59
CCC(=O)Nc1ccc2c(c1)C(=O)N(C)[C@H]1CC[C@@H](CC(=O)NCCN3CCCCC3)O[C@H]1CO2	0.7	-2	91	-1

High-throughput results deposited in PubChem BioAssay by Broad Institute.
